Screening results deposited in PubChem by National Center for Advancing Translational Sciences (NCATS).
B2AR arrestin: recruits beta-arrestin to the human beta2-adrenergic receptor. P07550. beta-arrestin recruitment to beta2AR, cell-based reporter. Potency, µM (top dose mostly 46.1 µM), inactives show at the highest dose activation, hits mostly activators. 330,000 compounds, 0.02% hits. AID 492947;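 further: potency means the concentration at half of the fitted maximal effect; 0% = DMSO controls and full agonism = EC100 isoproterenol or metaproterenol; nearly all actives have a fitted effect of over 65% in size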
Target sequence (P07550 whole entry, looked up): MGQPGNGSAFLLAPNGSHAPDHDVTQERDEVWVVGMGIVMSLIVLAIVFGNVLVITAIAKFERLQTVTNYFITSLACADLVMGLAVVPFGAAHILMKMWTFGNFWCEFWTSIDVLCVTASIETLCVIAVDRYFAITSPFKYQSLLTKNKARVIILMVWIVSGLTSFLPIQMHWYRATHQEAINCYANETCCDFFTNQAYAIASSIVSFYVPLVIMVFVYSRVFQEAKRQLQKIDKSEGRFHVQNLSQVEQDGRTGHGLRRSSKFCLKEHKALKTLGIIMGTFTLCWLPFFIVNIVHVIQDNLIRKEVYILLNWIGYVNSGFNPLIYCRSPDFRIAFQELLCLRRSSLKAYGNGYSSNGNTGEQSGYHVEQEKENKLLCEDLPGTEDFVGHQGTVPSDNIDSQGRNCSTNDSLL
PKM2 act: increases activity of human pyruvate kinase M2. P14618. 260,000 compounds, 0.34% hits. Potency, µM (titrated, usually from 57.5 µM), inactives show at the top dose activation, hits mostly activators. purified PKM2, Kinase-Glo ATP luminescence, activation; response scale: 0% is enzyme alone, no compound; further: potency means the concentration at half of the fitted maximal effect; on the % scale 0 is the no-effect control and ±100 the full control effect; nearly all actives have a fitted effect of over 55% in size
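ATP formation by purified human PK-M2, quantified via coupled luciferase luminescence after 1 h at room temperature with 0.1 mM ADP and 0.5 mM PEP final.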
FBPA coupling cs: inhibits coupling enzyme system, counter-screen for aldolase hits; coupling enzyme system counterscreen, AmpLite Red fluorescence; activity change, negative = inhibition, % at 58.2 µM, hits read low; 290,000 compounds, 0.67% hits; in the data active means activity change below about -30%; further: on the % scale 0 is the no-effect control and ±100 the full control effect
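Coupling enzymes only (glyceraldehyde-3-phosphate) + compound, at 57.5 uM final, 10 min RT; add substrate/coupling/AmpLite Red mix, 20 min RT; fluorescence ex 525/em 598 nm. Actives flag coupling-system interference.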
Chronic BCR inh: inhibitors of chronic active B-cell receptor signaling | ABC-DLBCL IkBa-CBG/CBR reporter, luminescence ratio, 4 h | Potency, µM (highest dose often 46.1 µM), without a hit: at the top dose ratio change, negative = lower green/red ratio, most hits filed as inhibitors | 340,000 compounds, 0.05% hits; active means well fitted inhibition curve with a large enough effect in the signal ratio, with a control signal flat, not every such curve was filed as active; inconclusive means small, poorly fitted or top-dose-only effect, or effect the other way, or a change in a side signal; the % refers to the signal ratio;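 further: potency means the concentration at half of the fitted maximal effect; plate controls were basal doxycycline-induced cells for no effect and cells given 10 µM MG132 for full effect; MG132 reads +100%, hits lower the ratio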
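TMD8 human ABC-DLBCL cells with doxycycline-inducible IκBα–green luciferase fusion and unfused red luciferase, in 0.5% FBS medium; compounds up to 46 uM, 4 h at 37C. Green/red luminescence ratio, filter-overlap corrected, fitted to concentration-response curves.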
Tb PFK block: T. brucei PFK enzyme inhibition; 330,000 compounds, 0.17% hits; Potency, µM (top dose mostly 57.5 µM), for the others: top-dose activity, negative = inhibition, actives largely listed as inhibitors; T. brucei PFK, ADP-Glo luminescence;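 further: potency means the concentration at half of the fitted maximal effect; 0% = uninhibited 1x PFK enzyme wells and -100% = no-enzyme wells; nearly all actives have a fitted effect of over 60% in size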
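Compounds were pin-transferred as a titration series up to 57 uM into substrate buffer (0.5 mM F6P, 0.1 mM ATP, pH 8.0), then 1.25 nM PFK was added and reactions ran 45 min before ADP-Glo detection.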
a7 integrin act: activators of alpha7 integrin expression for muscular dystrophy; Potency, µM (top dose mostly 38.3 µM), for the others: top-dose activation, hits mostly activators; AID 624291; 350,000 compounds, 0.064% hits; alpha7betagal myoblasts, beta-gal FDG fluorescence, 48 h;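 further: potency means the concentration at half of the fitted maximal effect; 100% = response of the positive control SU9516; nearly all actives have a fitted effect of over 60% in size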
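Alpha7betagal+/- myoblasts (passage 13) were plated 16-24 hr, then exposed to compounds (1:260 dilution of DMSO stock) for 48 hours at 37C. After MPER lysis, β-galactosidase reporter activity was read as FDG fluorescence (ex 480/em 540) after 30 minutes.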
Giardia killer: kills Giardia lamblia; Giardia lamblia trophozoite viability; activity change, % at 7.66 µM, hits read low; 340,000 compounds, 0.15% hits; in the data active means activity change below about -80%; inconclusive means between about -30% and that limit;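 further: parasites exposed to compound for two days anaerobically before the ATP read; on the % scale 0 is the no-effect control and ±100 the full control effect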
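Trophozoite viability was measured as ATP-dependent luminescence, read 15-30 min after reagent addition. Before that, parasites at 100 cells/well were exposed to compounds for 48 h, anaerobically, at 37 deg C.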
GALK inhibitor: inhibitors of human galactokinase; Purified GALK, Kinase-Glo residual ATP luminescence; 270,000 compounds, 0.007% hits; Potency, µM (series often up to 57.5 µM), without a hit: at the highest dose activity change, negative = inhibition, usual class: inhibitors; P51570; further: potency means the concentration at half of the fitted maximal effect; on the % scale 0 is the no-effect control and ±100 the full control effect
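Quantitative HTS: GALK 5 nM, ATP 35 uM, galactose 100 uM, 1 h room temperature, then luciferase-based ATP detection.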
PTAP TSG101 blk: blocks PTAP/TSG101 interaction to inhibit HIV-1 budding | Q99816 | Potency, µM (top dose mostly 115 µM), without a hit: top-dose activity change, negative = inhibition, hits mostly inhibitors | Fluorescence polarization, FITC-PTAP peptide / Tsg101 binding | 340,000 tested, under 10 active; active means well fitted inhibition curve with a large enough effect in the main read-out, with a control signal flat, not every such curve was filed as active; inconclusive means small, poorly fitted or top-dose-only effect, or effect the other way, or a change in a side signal; inactive means no such curve, though single readings can be large or run the other way; further: potency means the concentration at half of the fitted maximal effect; % of control where 0% means no effect
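Fluorescence anisotropy tracks displacement of a FITC-tagged PTAP peptide (50 nM) from the Tsg101 binding domain (10 uM), following a 20 min room-temperature incubation at pH 7.5.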
S-ASM inh: blocks human secretory acid sphingomyelinase. AID 504937. Potency, µM (top dose mostly 57.5 µM), without a hit: top-dose activity change, negative = inhibition, most hits filed as inhibitors. 340,000 compounds, 0.006% hits. P17405. placental ASM, HMU-PC fluorogenic substrate, 60 min; further: potency means the concentration at half of the fitted maximal effect
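Human placenta-derived ASM preincubated with compound 10 min at room temperature, then reacted with 9 uM (final) fluorogenic HMU-PC substrate for 60 min at 37 C. Stop solution raises pH to 10; fluorescence read at Ex 386/Em 447 nm.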
Menin MLL FP TR: menin-MLL binding inhibition, Texas Red mutant peptide; O00255; Menin + Texas Red MLL mutant peptide, fluorescence polarization; Potency, µM (doses to about 61.6 µM), without a hit: top-dose FP activity change, negative = inhibition, hits mostly inhibitors; 270,000 compounds, 0.23% hits; AID 1768; active means well fitted inhibition curve with a large enough effect in the polarisation, with a control signal flat, not every such curve was filed as active; inconclusive means small, poorly fitted or top-dose-only effect, or effect the other way, or a change in a side signal; inactive means no such curve, though single readings can be large or run the other way; the % refers to the polarisation; further: potency means the concentration at half of the fitted maximal effect; % of control where 0% means no effect; many of its hits are not listed in these tables
Target sequence (O00255 whole entry, looked up): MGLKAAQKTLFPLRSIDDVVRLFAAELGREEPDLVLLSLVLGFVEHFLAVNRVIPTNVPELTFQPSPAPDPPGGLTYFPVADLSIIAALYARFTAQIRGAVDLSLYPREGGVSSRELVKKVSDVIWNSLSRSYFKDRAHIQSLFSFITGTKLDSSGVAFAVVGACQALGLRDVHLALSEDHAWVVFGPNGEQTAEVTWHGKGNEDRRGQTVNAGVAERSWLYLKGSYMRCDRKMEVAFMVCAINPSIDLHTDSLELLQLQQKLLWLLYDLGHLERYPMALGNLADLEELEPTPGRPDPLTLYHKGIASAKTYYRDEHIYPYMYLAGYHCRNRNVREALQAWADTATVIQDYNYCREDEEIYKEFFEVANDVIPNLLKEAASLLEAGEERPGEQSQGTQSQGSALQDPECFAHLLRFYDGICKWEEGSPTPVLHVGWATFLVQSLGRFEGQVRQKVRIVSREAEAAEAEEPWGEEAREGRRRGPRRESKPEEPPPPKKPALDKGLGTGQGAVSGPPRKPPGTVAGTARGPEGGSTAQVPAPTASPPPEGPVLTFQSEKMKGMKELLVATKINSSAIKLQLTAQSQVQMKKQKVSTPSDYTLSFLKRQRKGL
An asterisk follows results filed as active; ? = inconclusive; · = no result given; & = joins results of further samples; [ ] = remark or other dose. Unless noted, the call rests on the fitted dose curve; in most records, active means well fitted curve in the direction sought with a large enough effect; inconclusive means small, poorly fitted or top-dose-only effect, or another doubt; inactive means no such curve, though single readings can be large; an effect the other way counts as inactive or inconclusive. The list is partial. The share of hits here may be higher or lower than overall.

mol	B2AR arrestin	PKM2 act	FBPA coupling cs	Chronic BCR inh	Tb PFK block	a7 integrin act	Giardia killer	GALK inhibitor	PTAP TSG101 blk	S-ASM inh	Menin MLL FP TR
Cc1cccc(-c2nc(CS(=O)CC(=O)N3CCCCC3)c(C)o2)c1 (stereo unspecified)	-0.2%	11%	-4	?	2%	16%	5	1%	-3%	3%	7%
Cc1ccc(CCNC(=O)CCS(=O)(=O)c2ccc3nc(C)sc3c2)cc1	-0.6%	-1%	2	0%	5%	1%	16	·	-1%	10%	8%
O=C(NCc1cccs1)C1CC(c2ccc(F)cc2)=NO1 (stereo unspecified)	-0.1%	1%	2	?	-3%	-1%	16	-1%	-1%	-1%	-20%
O/N=C1/CCc2cccc3cccc1c23	0.0%	4%	-8	-20%	0%	-15%	31[activator]	-2%	-5%	-2%	21%
Cc1ccc(OCCSCc2nnc(NC(=O)Nc3cccc(Cl)c3)s2)cc1	0.2%	0%	1	?	1%	-52%[inhibitor]	6	2%	4%	-1%	?
CC1CCN(C(=O)COC(=O)c2cc(Cl)cc(Cl)c2N)CC1	0.2%	2%	-2	-1%	-4%	13%	6	0%	-7%	·	1%
CC(C)(C)c1ccc(-c2n[nH]c(=S)n2/N=C/c2ccncc2)cc1	-0.9%	-2%	-2	-2%	12%	0%	-15	-6%	-2%	-3%	12%
Cc1cc(C)c(NC(=O)c2cccc(NC(=O)c3ccco3)c2)c(C)c1	-0.3%	-14%[11.5 µM]	1	-11%	-2%	-17%	?	6%	-3%	-1%	-2%
CN(CC(=O)Nc1ccc(Cl)c(C(F)(F)F)c1)CC(=O)NC1CCCCC1	-0.1%	·	·	?	-4%	5%	-27	·	-7%	-10%	·
CCOC(=O)c1nn(-c2ccccc2)cc1O	0.1%	-1%	-2	?	6%	-16%	?	-2%	-1%	6%	8%
CCc1ccc(NS(=O)(=O)c2c(C(=O)N3CCOCC3)c(C)n(C)c2C)cc1	-0.1%	·	-1	-8%	-3%	-13%	-6	9%	1%	-1%	6%
O=C(CSc1nnc(-c2ccc(F)cc2)o1)Nc1ccc(S(=O)(=O)N2CCCCCC2)cc1	-0.3%	0%	2	0%	1%	-16%	-8	2%	-6%	1%	18%

More entries.
mol	B2AR arrestin	PKM2 act	FBPA coupling cs	Chronic BCR inh	Tb PFK block	a7 integrin act	Giardia killer	GALK inhibitor	PTAP TSG101 blk	S-ASM inh	Menin MLL FP TR
O=C(Cn1cc(C(F)(F)F)cc(Cl)c1=O)NC1CCS(=O)(=O)C1 (stereo unspecified)	-0.3%	·	·	1%	-1%	-3%	-4	·	-8%	5%	·
COc1ccc(-c2cc(-c3nnc(COC(=O)CC4CCCC4)o3)c3ccccc3n2)cc1OC	0.0%	1%	1	-4%	3%	35%	-2	·	1%	77%[activator]	0%
Cc1ccc(S(=O)(=O)NCC(=O)NCC2COc3ccccc3O2)cc1C (stereo unspecified)	-0.6%	·	·	2%	0%	-7%	6	·	0%	1%	·
Cc1cc(=O)oc2cc(NC(=O)CN3C(=O)NC(C)(c4ccccc4)C3=O)ccc12 (stereo unspecified)	-0.5%	·	·	10%	-8%	-14%	18	·	-6%	124%[activator]	·
CCN(Cc1ccccc1)C(c1ccc(C)cc1)c1nnnn1C(C)(C)CC (stereo unspecified)	0.1%	1%	-1	16%	16%	-42%	-8	1%	2%	-3%	-16%
CC(=O)N1c2ccc(S(=O)(=O)N(C)CC(=O)N(C)Cc3ccccc3)cc2CC1C (stereo unspecified)	-0.3%	-3%[0.46 µM]	3	0%	-1%	?	15	7%	-4%	-1%	-19%
CS(=O)(=O)NNC(=O)c1cc2cc3ccccc3nc2s1	0.1%	-17%	-3	?	?	-7%	-2	-1%	-4%	5%	-1%
CCCCCCCCCCn1cc(C(C)=O)c(=O)[nH]c1=O	0.1%	3%	1	-11%	-1%	0%	-5	0%	-8%	-25%	3%
COc1ccc(CN2CCC(C(=O)N(C)CCc3ccc(OC)c(OC)c3)CC2)c(OC)c1	-0.1%	-2%	0	?	-5%	-17%	-2	3%	0%	4%	?
CNc1c([N+](=O)[O-])cnn1-c1ccccc1Cl	0.1%	?	2	?	-2%	-1%	0	2%	-11%	-5%	11%
Cc1cc(OCC(=O)NCCc2c[nH]c3ccccc23)c2c(C)cc(=O)oc2c1	-0.5%	3%	0	11%	-1%	14%	-11	·	2%	-11%	4%
C=CCNC(=S)Nc1ccc2nsnc2c1	-0.4%	8%	-23	3%	-16%	18%	6	1%	-3%	2%	18%

(continued)
mol	B2AR arrestin	PKM2 act	FBPA coupling cs	Chronic BCR inh	Tb PFK block	a7 integrin act	Giardia killer	GALK inhibitor	PTAP TSG101 blk	S-ASM inh	Menin MLL FP TR
CCN(CC)CCOC(=O)c1cc(Cl)c(N)cc1OC	-0.3%	-4%	5	-12%	-5%	·	8	·	0%	-6%	-1%&3%
O=C(Nc1ccncc1)c1ccc(Cl)c(S(=O)(=O)N2CCCC2)c1	-0.8%	·	·	?	1%	-31%	17	·	-3%	3%	·
CC(=O)c1c(C)[nH]c(C(=O)COC(=O)C2CC2)c1C	-0.4%	0%	0	4%	-4%	10%	19	-1%	0%	-3%	15%
CN(C)c1ccc(S(=O)(=O)N2CCCCC2)cc1NC(=O)C1=NN(c2ccccc2)C(=O)CC1	3.8%	·	·	0%	1%	-18%	-5	-5%	-5%	-1%	·
CNC(=S)N/N=C(\C)c1ccc(Cl)c(Cl)c1	?	7%	3	?	-17%	7%	-7	3%	-10%	-7%	-2%
CC[C@@H]1[C@H]2CCCC(=O)N3CC[C@@H](C[C@@H]1OC(=O)Nc1ccccc1)[C@@H]23	0.0%	-2%	-1	1%	-2%	7%	-19	·	0%	-1%	1%
Cc1cccc(NC(=O)CSc2nnc(C3CC3)n2CC2CCCO2)c1C (stereo unspecified)	-0.1%	1%	1	9%	-1%	0%	4	-8%	0%	2%	-21%
Cc1ccc(SC(C)C(=O)NC(N)=O)c(C)c1 (stereo unspecified)	0.1%	-2%	-1	3%	1%	0%	-8	0%	-3%	8%	-2%
O=C(Nc1ccccc1)C1CCN(c2nccs2)CC1	-0.3%	-11%	1	-1%	3%	-7%	16	-3%	-1%	2%	18%
O=[N+]([O-])c1ccc(C2OCCO2)cc1CS(=O)(=O)c1ccccc1	0.5%	6%	4	-12%	2%	1%	2	-1%	-5%	3%	4%
O=C(O)CCC(=O)Nc1ccc(C(=O)OCC(=O)c2ccc(Cl)cc2)cc1	-0.9%	2%	9	11%	5%	31%	-7	-12%	-1%	4%	?
O=C(c1cccc(Cl)c1)N1CCC(N2CCC(C(=O)N3CCOCC3)CC2)CC1	-0.9%	-1%	0	-13%	-3%	-26%	17	1%	-1%	1%	3%
Cc1nc(SCC(=O)NNC(=O)c2cccs2)[nH]c(=O)c1C	-0.1%	-16%	-2	?	-5%	-21%	10	-1%	-1%	-1%	13%
CC(Oc1ccc2ccccc2c1)C(=O)NNC(=O)Nc1ccccc1F (stereo unspecified)	-0.2%	2%	2	-1%	4%	9%	24	-4%	1%	-3%	12%
CC1=C(C(=O)N2CCOCC2)C(c2ccccc2F)C2=C(CC(C)(C)CC2=O)N1 (stereo unspecified)	-1.0%	-2%	0	1%	-1%	6%[7.66 µM]	10	-1%	-3%	448%[activator]	-3%

Pulled by structure from the list above:
mol	B2AR arrestin	PKM2 act	FBPA coupling cs	Chronic BCR inh	Tb PFK block	a7 integrin act	Giardia killer	GALK inhibitor	PTAP TSG101 blk	S-ASM inh	Menin MLL FP TR
CC1CCN(C(=O)COC(=O)c2cc(Cl)cc(Cl)c2N)CC1	0.2%	2%	-2	-1%	-4%	13%	6	0%	-7%	·	1%
CC(C)(C)c1ccc(-c2n[nH]c(=S)n2/N=C/c2ccncc2)cc1	-0.9%	-2%	-2	-2%	12%	0%	-15	-6%	-2%	-3%	12%
O=C(Nc1ccncc1)c1ccc(Cl)c(S(=O)(=O)N2CCCC2)c1	-0.8%	·	·	?	1%	-31%	17	·	-3%	3%	·
O=[N+]([O-])c1ccc(C2OCCO2)cc1CS(=O)(=O)c1ccccc1	0.5%	6%	4	-12%	2%	1%	2	-1%	-5%	3%	4%
O=C(O)CCC(=O)Nc1ccc(C(=O)OCC(=O)c2ccc(Cl)cc2)cc1	-0.9%	2%	9	11%	5%	31%	-7	-12%	-1%	4%	?
